Screens (PubChem BioAssay)
GAA glycogen mod = GAA glycogen-cleavage inhibition or activation; P10253; Potency, µM (doses to about 76.4 µM), inactives show top-dose activity change, negative = inhibition, usual class: inhibitors; recombinant GAA, glycogen substrate, Amplex Red glucose oxidase fluorescence; 300,000 tested, 0.38% active; active = well fitted inhibition curve with a large enough effect; inconclusive = small, poorly fitted or top-dose-only effect, or another doubt; inactive = no such curve, though single readings can be large or run the other way;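 also: 0% = full enzyme reaction and -100% = no-enzyme basal signal; the screen sought inhibitors and activators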
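Recombinant human alpha-glucosidase (4 nM final) hydrolysed bovine liver glycogen (30 ug) for 40 min at 37 C in pH 5.0 citrate/phosphate with 0.01% Tween-20. Released glucose detected by glucose oxidase/Amplex Red, Ex 573/Em 610 nm. Compounds up to 77 uM; AC50 from Hill fits.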
* hit, by the source's call; ? = inconclusive; [ ] = another dose, or the depositor's remark. Potency is read from the fitted curve at half-maximal effect. Not all compounds are listed; the hit share may differ from the screen's.

smiles	GAA glycogen mod
COc1ccc(N2CCN(c3ccc(-c4nc(-c5cccc(C)c5)no4)cc3[N+](=O)[O-])CC2)cc1	7%[76.3 µM]
COc1ccc2ccccc2c1CNCCN1CCOCC1	-12%[76.3 µM]
COc1ccc(CCN(C(=O)c2snc(C(N)=O)c2N)C(C(=O)NCC2CCCO2)c2ccc(F)cc2)cc1OC (stereo not drawn)	-1%[76.3 µM]
Cc1ccc(NC(=O)CCCNC(=O)c2ccc(Cl)cc2)c(Br)c1	3%
CC(C)C[C@H]1CN=C(Nc2ccccc2)N1CC1CCCCC1	-5%[76.3 µM]
Cc1ccc(C(=O)NC2CC(C)(C)NC(C)(C)C2)cc1	4%[76.3 µM]
O=C(O)C1CC1(c1ccccc1)c1ccccc1 (stereo not drawn)	-8%[76.3 µM]
CC(C)CN1CCC(=O)N([C@H](COc2ccccc2)c2ccccc2)CC1	2%[76.3 µM]
CCCCCCCCCCOC(=O)Cn1c(COc2ccccc2C)[n+](C)c2ccccc21	15%[76.3 µM]
CC1Sc2ccc(S(=O)(=O)CCC(=O)N3CCN(c4ccccc4F)CC3)cc2NC1=O (stereo not drawn)	-1%[76.3 µM]
O=C(/C=C/c1cccc(F)c1)NCCCn1ccnc1	6%
CC1CCN(C(=O)C(=O)Nc2sc3c(c2C(N)=O)CC(C)(C)OC3)CC1	-6%[76.3 µM]
Cc1ccc(NC(=O)c2cccc3cccnc23)cc1	3%
CC(=O)NC12CC3CC(C1)CC(C(=O)N1CCN(S(=O)(=O)c4ccc(Cl)s4)CC1)(C3)C2	6%[76.3 µM]
Cc1ccc(-n2nc(CO)c(C(=O)NCCC(C)C)n2)cc1C	16%[76.3 µM]
O=C(c1cc2ccccc2o1)N1CCN(Cc2ccc3c(c2)OCO3)CC1	0%[76.3 µM]
CC(C)NC(=O)CSc1nc2ccccc2nc1N1CCCCC1	10%[76.3 µM]
COc1ccc(-n2c(-c3ccc(Cl)cc3)cc3c2CC(C)(C)CC3=O)c(OC)c1	14%[76.3 µM]
COc1cc(C(=O)Nc2ccc3nc4n(c(=O)c3c2)CCCC4)ccc1Br	-1%
COc1ccc(-n2nc(C(=O)NCC(=O)N3CCC(C)CC3)c3ccccc3c2=O)cc1	1%
Cc1coc2c(C)c3oc(=O)c(CC(=O)NCCc4ccc(Cl)cc4)c(C)c3cc12	-5%[76.3 µM]
O=C(CSc1cn(CC(=O)N2CCOCC2)c2ccccc12)Nc1ccccc1F	14%[76.3 µM]
CCc1ccccc1N(CC(=O)NCc1ccc(OC)cc1)C(=O)CCC(=O)Nc1ccccn1	-9%
O=C(O)c1cccnc1SCc1ccc([N+](=O)[O-])cc1	2%
Nc1nonc1-n1nnc(C(=O)N/N=C/c2ccco2)c1-c1ccccc1	-9%
Nc1c(Cl)cc(-c2[nH]c3cc(C(=O)NCCO)ccc3c(=O)c2O)cc1Cl	?
Cc1ccc(N(C)S(=O)(=O)c2cc(-c3cnc(C4CC4)o3)ccc2C)cc1	-4%[76.3 µM]
CCOc1ccc(-c2noc(CCC(=O)NC3CCCC3)n2)cc1OC	-2%
O=S(=O)(NCC1CCCN(Cc2ccccc2)C1)c1cccc2cccnc12 (stereo not drawn)	1%[76.3 µM]
CC(C)(O)C#Cc1ccc(CN2CCC(CO)(CCc3ccccc3)CC2)cc1	14%[76.3 µM]

An excerpt of these results, with each value named.
> O=C(O)c1cccnc1SCc1ccc([N+](=O)[O-])cc1
  GAA glycogen mod = 2%
> Nc1nonc1-n1nnc(C(=O)N/N=C/c2ccco2)c1-c1ccccc1
  GAA glycogen mod = -9%
> Nc1c(Cl)cc(-c2[nH]c3cc(C(=O)NCCO)ccc3c(=O)c2O)cc1Cl
  GAA glycogen mod = ?
> Cc1ccc(N(C)S(=O)(=O)c2cc(-c3cnc(C4CC4)o3)ccc2C)cc1
  GAA glycogen mod = -4%[76.3 µM]

(listing goes on)
smiles	GAA glycogen mod
Cc1ccc(S(=O)(=O)NC2CCCCCCC2)cc1	4%[76.3 µM]
O=C(NCC(c1ccco1)N1CCCC1)c1cccc(S(=O)(=O)Nc2ccc(Br)cc2)c1 (stereo not drawn)	1%[76.3 µM]
CC1(C)CC(=O)C(CS(=O)(=O)c2ccccc2)=C(Cl)C1	4%[76.3 µM]
O=C(Nc1c(-c2ccc(F)cc2)nc2ccccn12)c1ccccc1F	7%[76.3 µM]
O=C(c1ccco1)N1CCN(C(=O)c2cc(-c3ccc(F)cc3)no2)CC1	-13%[76.3 µM]
CN(CC(=O)Nc1cccnc1Cl)S(=O)(=O)c1ccc(Cl)cc1	-7%[76.3 µM]
COc1ccc(S(=O)(=O)Nc2ccc(Cl)cn2)cc1	-1%[76.3 µM]
CC(C)Oc1ccccc1-c1nc(SCC(=O)c2ccc(F)cc2)n[nH]1	4%[76.3 µM]
CCn1c(=O)n(CC)c2cc(N3CCCC3)c(NC(=O)c3ccc(C)c([N+](=O)[O-])c3)cc21	?
COc1cccc(NC(=O)NC2CCCCCCC2)c1	-1%[76.3 µM]
O=C(CCNS(=O)(=O)c1ccc(Br)cc1)NCCc1ccccc1	3%[76.3 µM]
O=c1nc(Nc2ccc([N+](=O)[O-])cc2)[nH]c(=O)[nH]1	4%
COc1ccc(NC(=O)C(NC(=O)Cc2cccs2)c2ccc(OC)cc2)cc1 (stereo not drawn)	-2%[76.3 µM]
CCOc1ccccc1CNC(=O)CCCC(=O)n1nc(C)c2ccccc21	-4%[76.3 µM]
Cc1cccc(C)c1N1CCN(CCn2c(=S)[nH]c3ccccc3c2=O)CC1	-1%[76.3 µM]
Cc1cc(C)c(NC(=O)CSc2ncc(S(=O)(=O)c3ccc(C(C)(C)C)cc3)c(=O)[nH]2)c(C)c1	-11%[76.3 µM]
O=C(NCC(c1cccnc1)N1CCc2ccccc21)c1cccc(C(F)(F)F)c1 (stereo not drawn)	12%[76.3 µM]
CC(=O)N1c2ccc(S(=O)(=O)N3CCCCC3)cc2CC1C(=O)NCc1cccc(Cl)c1 (stereo not drawn)	-3%[76.3 µM]
O=C(CSc1ccc2nnc(-c3cccnc3)n2n1)Nc1ccccc1C(F)(F)F	0%[76.3 µM]
O=C(O)c1cc(N=Nc2c(O)[nH]c3ccc([N+](=O)[O-])cc23)ccc1Cl	-5%
CCCCN(CC(=O)NC1CCCC1)C(=O)C(=O)Nc1ccc2c(c1)OCCO2	-11%
CN1C(C(=O)NCc2cccs2)=CC(c2ccc(F)cc2)=NS1(=O)=O	-7%[76.3 µM]
CCOc1ccc(NC(=O)CC2C(=O)N(c3ccc(C)cc3)C(=O)N2Cc2ccc(OC)cc2)cc1 (stereo not drawn)	-1%[76.3 µM]
Cc1ccc2c(c1)N(CC(=O)N1CCCC(C)C1)C(=O)CO2 (stereo not drawn)	-1%
COc1cc(OC)cc(C(=O)N2CCC3(CC2)NCCc2[nH]cnc23)c1	-11%[76.3 µM]
Cc1cccc(N2CCN(c3c(CN4CCCC4)c(=O)oc4ccccc34)CC2)c1C	17%[76.3 µM]
O=[N+]([O-])c1ccccc1N/N=C/c1ccccc1	14%[76.3 µM]
Cc1ccc(Cl)cc1N(C(=O)c1csnn1)C(C(=O)NC1CCCC1)c1ccco1 (stereo not drawn)	8%[76.3 µM]
CN(C)C(CNC(=O)c1cccc(C(F)(F)F)c1)c1ccco1 (stereo not drawn)	-16%
O=C(Cc1ccc([N+](=O)[O-])cc1)Nc1ccon1	-12%[76.3 µM]

An excerpt from above in order of length of the SMILES, high to low:
smiles	GAA glycogen mod
CCOc1ccc(NC(=O)CC2C(=O)N(c3ccc(C)cc3)C(=O)N2Cc2ccc(OC)cc2)cc1 (stereo not drawn)	-1%[76.3 µM]
CC(=O)N1c2ccc(S(=O)(=O)N3CCCCC3)cc2CC1C(=O)NCc1cccc(Cl)c1 (stereo not drawn)	-3%[76.3 µM]
CCCCN(CC(=O)NC1CCCC1)C(=O)C(=O)Nc1ccc2c(c1)OCCO2	-11%
CN1C(C(=O)NCc2cccs2)=CC(c2ccc(F)cc2)=NS1(=O)=O	-7%[76.3 µM]
CN(C)C(CNC(=O)c1cccc(C(F)(F)F)c1)c1ccco1 (stereo not drawn)	-16%
O=[N+]([O-])c1ccccc1N/N=C/c1ccccc1	14%[76.3 µM]

Following part:
smiles	GAA glycogen mod
O=C(Oc1ccc(Cl)cc1)c1cc(-c2ccc3c(c2)OCCO3)on1	14%[76.3 µM]
O=C(NCc1ccc(Cl)cc1)c1ccc2ccccc2n1	8%
CSc1ncccc1C(=O)OCc1c(F)cccc1Cl	-8%
Cc1ccc(-c2nnc(SCC(=O)NC3CCCC3)n2C)cc1	2%
Cc1c(OCC(=O)NCc2cccnc2)ccc2c3c(c(=O)oc12)CCCC3	-11%[76.3 µM]
CC(C)CNC(=O)c1ccccc1N(Cc1ccccc1)S(C)(=O)=O	4%[76.3 µM]
CCN(CC)C(=O)c1csc(Nc2cccc3ccccc23)n1	-14%[76.3 µM]
Cc1ccc(-n2nc3c(=O)n(CCCC(=O)NCc4ccccc4C)nc(C)c3c2C)cc1	2%[76.3 µM]
CCc1ccccc1NC(=O)c1ccc2snnc2c1	1%[76.3 µM]
CC(C)Cn1nc(NC(=O)c2cccc(Cl)c2)c2cc3ccccc3nc21	4%[76.3 µM]
CC1CCN(C(=O)C2CCN(c3nnc(-n4cccc4)s3)CC2)CC1	5%[76.3 µM]
CCCSc1nc2c(c(=O)[nH]1)C(c1ccc(F)cc1F)CC(=O)N2 (stereo not drawn)	17%[76.3 µM]
COc1cccc(C(=O)NC2CCCN(C3Cc4ccccc4C3)C2)c1OC (stereo not drawn)	-1%[76.3 µM]
CCCNc1nc2c(c(=O)n(C)c(=O)n2C)n1CC(O)COc1ccccc1 (stereo not drawn)	-2%[76.3 µM]
COCCN(C(=O)CCC(=O)Nc1ccccn1)C(C(=O)NCCC(C)C)c1ccc(F)cc1 (stereo not drawn)	3%
CCCNC(=O)COc1coc(CN2CCN(c3ccccc3)CC2)cc1=O	-5%[76.3 µM]
COc1ccc(C(=O)C2CCN(CC(=O)Nc3cc(C)cc(C)c3)CC2)cc1	3%[76.3 µM]
COC(=O)c1ccc(/C=C2/SC(=S)N(CCC(=O)NCCCN3CCOCC3)C2=O)cc1	3%
COc1ccc(N2C(=O)c3ccc(C(=O)Nc4cc(OC)ccc4OC)cc3C2=O)cc1	5%
COc1ccc(-c2noc(CCC(=O)NCCc3ccccc3)n2)cc1	1%
CCOc1ccc(N(CC(=O)NC2CC3CCC2C3)S(=O)(=O)c2ccccc2)cc1 (stereo not drawn)	-14%
CCOc1ccc(N/C=C/C(=O)c2ccc(OC)cc2)cc1	0%[76.3 µM]
COc1cccc(CNC(=O)Cn2nc(C)c3sc4ccccc4c3c2=O)c1OC	6%[76.3 µM]
COCCN1CCN(C(=O)c2cc(COc3cncc(Cl)c3)on2)CC1	-4%[76.3 µM]
CCn1cc(S(=O)(=O)Nc2ccc(Cl)cc2F)cn1	0%[76.3 µM]
CC(=O)N1c2ccc(S(=O)(=O)NCC3CCC(C(=O)N4CC(C)CC(C)C4)CC3)cc2CC1C (stereo not drawn)	-5%[76.3 µM]
CSc1ncccc1C(=O)NC1CCCCCCC1	3%
O=C(NCc1ccc(F)cc1)c1cc(S(=O)(=O)N2CCCCC2)c[nH]1	16%[76.3 µM]
COc1ccc(CN2CCN(C(=O)Cn3nc(C)n4cccc4c3=O)CC2)c(OC)c1OC	-6%[76.3 µM]
COc1ccc(-c2cc(C(F)(F)F)n3nc(C)c(-c4ccccc4)c3n2)cc1OC	12%[76.3 µM]
CN(C)S(=O)(=O)c1ccc(C(=O)NCC[N+]2(C)CCCCCC2)o1	-9%[76.3 µM]
Cc1ccccc1NC(=O)CCCCCN1C(=O)[C@@H]2Cc3ccccc3CN2C1=O	-4%[76.3 µM]
Cc1cccc(-c2cccc(NC(=O)C3CCCN(C(=O)c4csc(C)n4)C3)c2)c1 (stereo not drawn)	-7%[76.3 µM]
COc1ccc([C@@H]2CC(=O)c3c(O)cc(O[C@@H]4O[C@H](CO[C@@H]5O[C@@H](C)[C@H](O)[C@@H](O)[C@H]5O)[C@@H](O)[C@H](O)[C@H]4O)cc3O2)cc1O	5%[76.3 µM]
Cc1ccccc1NC(=O)c1cc2ccccc2o1	17%[76.3 µM]
O=C(C1CCCN(Cc2ccccc2F)C1)N1CCCC1 (stereo not drawn)	0%[76.3 µM]
COc1ccc(CCNC(=O)[C@H](C)N2C(=O)N3CCc4c([nH]c5ccccc45)[C@@]3(C)C2=O)cc1OC	-17%[76.3 µM]
CCCCN(Cc1cc2cc(C)ccc2[nH]c1=O)C(=O)c1cccc(Cl)c1	-2%[76.3 µM]
CCOc1cc(/C=C2/C(=N)N3C(=NC2=O)SN=C3S(=O)(=O)CC)ccc1OC(=O)c1ccco1	-5%[76.3 µM]
CCCCn1c(=O)c2c(nc3n2CCCN3Cc2ccccc2)n(C)c1=O	6%
O=C(Cn1c(=O)c2c3c(sc2n(Cc2ccccc2)c1=O)CCCC3)NCCO	4%
CCCOC(=O)c1ccc(Cn2nnc3sc4c(c3c2=O)CCC(C)C4)cc1 (stereo not drawn)	-6%[76.3 µM]
Clc1ccc(-c2ccc(CNCCSc3nnnn3-c3ccccc3)o2)cc1	-5%[76.3 µM]
